CHRM4 agonist: CHRM4 agonism in calcium assay; CHO-K1 hM4/Gqi5, Fluo-8 calcium fluorescence; vehicle 0%, full acetylcholine response 100%; 0.14% of 360,000 active; P08173; activation, % at 3 µM; AID 624127;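 active = activation above the run mean over all test wells plus 3 SD, cut at about 32% in these data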;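 also: peak over basal fluorescence ratio per well then scaled between controls; 0% = DMSO wells and 100% = acetylcholine at EC100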
Target sequence (P08173 whole entry, looked up): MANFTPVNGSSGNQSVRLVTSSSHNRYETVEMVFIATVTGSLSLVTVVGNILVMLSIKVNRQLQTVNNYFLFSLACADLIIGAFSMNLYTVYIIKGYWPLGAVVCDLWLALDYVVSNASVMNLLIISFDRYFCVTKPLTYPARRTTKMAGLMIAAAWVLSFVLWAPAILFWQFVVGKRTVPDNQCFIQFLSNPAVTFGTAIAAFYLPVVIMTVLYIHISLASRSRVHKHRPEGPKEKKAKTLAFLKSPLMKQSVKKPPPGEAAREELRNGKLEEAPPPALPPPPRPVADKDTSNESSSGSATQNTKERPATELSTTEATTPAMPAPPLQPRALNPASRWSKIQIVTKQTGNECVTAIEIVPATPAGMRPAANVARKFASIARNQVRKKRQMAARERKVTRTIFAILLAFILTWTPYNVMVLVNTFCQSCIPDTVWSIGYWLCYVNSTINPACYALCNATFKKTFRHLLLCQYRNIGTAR
CHRM4 antagonist: blocks acetylcholine activation of human M4 receptor; inhibition, % at 3 µM; 0.73% of 360,000 active; CHO-hM4 cells, ACh EC80, Fluo-8 calcium fluorescence; AID 624125; P08173;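 active = inhibition above its plate's cutoff, the mean inhibition of sample wells plus 3 SD, cut at about 27% in these data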;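 also: 0% = acetylcholine EC80 with DMSO and 100% = DMSO without agonist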
CHRM5 PAM: potentiates acetylcholine response at human M5 receptor. P08912. CHO-K1 hM5, Fluo-8 calcium, ACh EC20 PAM; 0% = ACh EC20, 100% = ACh EC100. activation, % at 3 µM. 0.3% of 360,000 active;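 active = activation above the run cutoff, the mean activation of all test compounds plus 3 SD, cut at about 18% in these data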
Target sequence (P08912 whole entry, looked up): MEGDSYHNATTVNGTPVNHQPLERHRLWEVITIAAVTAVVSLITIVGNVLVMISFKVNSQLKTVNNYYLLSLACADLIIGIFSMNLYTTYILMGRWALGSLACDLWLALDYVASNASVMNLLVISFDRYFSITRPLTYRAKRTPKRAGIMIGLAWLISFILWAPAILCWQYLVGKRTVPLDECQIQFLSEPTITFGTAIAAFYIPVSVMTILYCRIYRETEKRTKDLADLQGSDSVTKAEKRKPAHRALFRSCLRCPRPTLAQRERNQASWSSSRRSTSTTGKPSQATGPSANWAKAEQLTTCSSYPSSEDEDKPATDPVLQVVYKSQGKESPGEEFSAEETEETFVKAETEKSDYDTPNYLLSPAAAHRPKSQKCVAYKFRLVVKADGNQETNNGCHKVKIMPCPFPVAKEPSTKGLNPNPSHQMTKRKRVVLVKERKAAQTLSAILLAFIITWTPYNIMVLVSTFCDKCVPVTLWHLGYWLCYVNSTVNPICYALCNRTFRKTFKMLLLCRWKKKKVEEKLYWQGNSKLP
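system = human M5 receptor in CHO-K1 cells | compound = one concentration, 3 µM final (nominal) | schedule = Post-acetylcholine fluorescence recording 140 s | signal = Fluo-8 calcium dye fluorescence, kinetic read | benchmarks = low control EC20 acetylcholine (0%), high control EC100 acetylcholine (100%) | repeats = singlicate, one well per test compound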
CHRM4 PAM: CHRM4 positive allosteric modulation. activation, % at 3 µM. P08173. 0.4% of 360,000 active. CHO-K1 hM4/Gqi5, Fluo-8 calcium fluorescence, ACh EC20; 0% = ACh EC20, 100% = maximal ACh. AID 624126;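 active = activation above its plate's cutoff, the mean activation of sample wells plus 3 SD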; also: some results filed as inactive read as strong as hits
CHRM5 agonist: CHRM5 agonism in calcium assay; P08912; CHO-K1 hM5 cells, Fluo-8 calcium fluorescence; 0% DMSO wells, 100% maximal acetylcholine response; activation, % at 3 µM; 0.19% of 360,000 active; AID 624037;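 active = activation above the run's mean over test compounds plus 3 SD, cut at about 23% in these data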;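 also: signal is peak over basal fluorescence ratio across the kinetic read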
CHRM5 antagonist: blocks acetylcholine activation of human M5 receptor; CHO-hM5 cells, Fluo-8 calcium fluorescence, ACh EC80; inhibition, % at 3 µM; 0.59% of 360,000 active; AID 624040;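 active = inhibition above a per-plate cutoff, the mean of that plate's test compounds plus 3 SD, cut at about 27% in these data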;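 also: 0% = acetylcholine EC80 with DMSO and 100% = DMSO without agonist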
CHO-K1 Ca ag: M1 agonist counterscreen hit in parental CHO-K1 cells; Fluo-8 calcium fluorescence; scaled to maximal ATP response, vehicle zero; activation, % at 3 µM; 0.48% of 360,000 active; AID 602248; in the data active = activation above about 15%;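 also: untransfected CHO-K1 host cells lacking M1 receptor as counterscreen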
CHO-K1 Ca PAM: M1 PAM counterscreen hit in parental CHO-K1 cells | ATP EC20, Fluo-8 calcium fluorescence; 0% at ATP EC20, 100% at ATP max | activation, % at 3 µM | 0.02% of 360,000 active | AID 602247;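 active = activation above the run cutoff, the mean activation of all test compounds plus 3 SD, cut at about 40% in these data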;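 also: peak over basal fluorescence ratio in a 140 s read after ATP addition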
CHO-K1 Ca antag: M1 antagonist counterscreen hit in parental CHO-K1 cells; AID 602250; ATP-induced calcium, Fluo-8 fluorescence; 0.6% of 360,000 active; inhibition, % at 3 µM;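 active = inhibition above a per-plate cutoff, the plate's mean sample inhibition plus 3 SD, cut at about 24% in these data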;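 also: 0% = DMSO plus EC80 ATP and 100% = DMSO alone without ATP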
The depositor's hits bear a star.

SMILES | CHRM4 agonist | CHRM4 antagonist | CHRM5 PAM | CHRM4 PAM | CHRM5 agonist | CHRM5 antagonist | CHO-K1 Ca ag | CHO-K1 Ca PAM | CHO-K1 Ca antag
Cn1c(=O)n(C)c2cc(C(=O)c3ccccc3)ccc21 | 3 | -6 | -6 | 13 | 1 | -2 | 0.8 | 13 | -33
Cc1cccc(C(=O)OCC(=O)NCC2CCCO2)c1O (centres undefined) | 1 | -13 | -1 | 5 | 0 | 2 | 0.0 | 0 | -2
Cc1cc(NC(=O)Cn2cc([N+](=O)[O-])cn2)n(Cc2ccc(F)cc2)n1 | 4 | -2 | 1 | 0 | 2 | 2 | 2.1 | 12 | -10
COc1ccc(C(=O)Nc2ccc(/C(C)=N/NC(=O)c3ccncc3)cc2)cc1 | 0 | 6 | -2 | 1 | -6 | 9 | 1.2 | 17 | -7
O=S(=O)(Cc1ccccc1Cl)NCc1ccccc1 | 0 | 6 | -3 | -1 | -4 | 15 | -0.2 | 4 | -2
Cc1nn(C)c(C)c1C(C)NC(=O)c1cc(COc2cncc(Cl)c2)on1 (centres undefined) | 2 | 2 | 0 | -1 | -4 | -1 | 1.6 | -10 | 1
CCOC(=O)c1ccc(NC(=O)CSc2nnc(CNC(=O)c3ccco3)o2)cc1 | 6 | -7 | -7 | -4 | -2 | 17 | 9.3 | 18 | -18
CCC(C)NS(=O)(=O)c1ccc(NS(=O)(=O)c2ccccc2[N+](=O)[O-])cc1 (centres undefined) | 0 | 0 | 0 | 1 | -1 | -2 | -0.1 | -9 | 2
O=C(NCc1ccncc1)[C@@H]1CCCN1C(=O)[C@H]1CCCN1 | 0 | -3 | -1 | 4 | 2 | 1 | 0.4 | 17 | -9
CCN(CC(=O)NCc1cccs1)C(=O)c1cccc(S(=O)(=O)Nc2ccccc2Cl)c1 | 2 | -2 | 0 | 12 | 1 | -7 | 1.1 | 12 | -7
Cc1cccc(OCCCC(=O)NNC(=O)c2cccc(N(C)C)c2)c1 | 3 | -3 | 0 | 9 | 0 | 3 | 0.1 | 9 | -7
O=C(Nc1ccccc1N1CCCC1)C1CCN(C(=O)c2ccc(F)cc2)CC1 | 1 | -4 | 4 | 5 | 3 | -1 | 2.4 | 6 | 6
CN(C)CCCCOc1ccc(F)cc1 | 1 | -1 | 1 | 7 | -7 | 0 | 0.4 | 13 | 1
O=C1Nc2ccccc2C1=Nc1ccc2[nH]c3ccccc3c2c1 | 1 | -4 | 9 | 3 | 7 | 5 | -0.2 | 14 | -11
CC1CC=CCC1(CO)CO (centres undefined) | 1 | 3 | 9 | 1 | 5 | -5 | -0.4 | -7 | 4
Cc1c(Cl)cnc(NC(=O)COC(=O)C2CC2)c1Cl | 3 | -7 | 3 | 8 | 1 | -2 | 0.0 | 11 | -17
Cc1ccc(C(=O)Cn2c(C(=O)O)cc3ccccc32)cc1 | 0 | -5 | 4 | -1 | -3 | 7 | 0.1 | 13 | -5
Cc1oncc1C(=O)Nc1ccc2ccccc2c1 | 1 | -3 | 0 | 2 | -4 | 2 | 1.2 | 2 | 1
O=[N+]([O-])c1cccnc1Oc1ccc(F)cc1 | 1 | 7 | 3 | 3 | 1 | 3 | 1.0 | 14 | -10
Cc1cccc(N2CCN(CCNC(=O)c3cc4c(s3)CS(=O)(=O)C4)CC2)c1C | 4 | -8 | -5 | -6 | 0 | 0 | 4.1 | 22 | -11
CCOc1ccc(N(C)S(=O)(=O)c2cnc[nH]2)cc1 | 2 | -9 | 12 | 4 | 2 | -11 | 0.8 | -10 | -13
CN1CCCCC1(C)C(=O)NCc1ccc(F)cc1 (centres undefined) | 0 | -11 | -5 | 3 | -2 | 10 | -0.1 | -12 | 25*
O=C(NCc1ccccc1)NC12CC3CC(CC(C3)C1)C2 | -1 | -17 | 20* | -3 | 0 | -11 | 3.8 | 21 | -7
O=C1C(=C2SCCCS2)CC/C1=C\c1ccc(F)cc1 | 0 | -5 | -1 | 12 | 1 | -3 | -0.3 | -2 | 12
CCCC(=O)OC(C(=O)Nc1cc(C(F)(F)F)ccc1Cl)c1ccccc1 (centres undefined) | -2 | -11 | 10 | 18 | -2 | -10 | -0.5 | 5 | -18
O=C(NN=C1CCCCC1)c1ccccc1-n1cccc1 | 1 | -1 | -3 | -1 | 0 | 10 | 0.0 | -21 | 3
COc1cccc(Cn2c(=O)oc3ccccc32)c1 | 1 | -4 | -2 | 2 | -7 | 5 | -0.1 | -15 | -8
O=C(N1CCCC1)N1CCN(S(=O)(=O)c2ccccc2)CC1 | 1 | -3 | 2 | 1 | 0 | 8 | 0.2 | -9 | -4
O=C(O)CC/C(=N\Nc1ccc([N+](=O)[O-])cc1)c1ccccc1 | 2 | -6 | -9 | -16 | -2 | 9 | 1.8 | 11 | -8
COc1cccc2c1oc1c(SCc3nc4ccccc4[nH]3)nc(C)nc12 | 11 | -8 | -6 | 2 | 0 | 6 | 1.3 | -1 | -4
OC(CN1CCCC1)Cn1ccc2ccccc21 (centres undefined) | 2 | -29 | -1 | 15 | -7 | 3 | 0.1 | -1 | -15
CCN(CCn1cccn1)C(=O)CCc1nnc(-c2ccc3c(c2)OCO3)o1 | 0 | 0 | 22* | 9 | 0 | -6 | 0.2 | 15 | 0
O=C1CCSc2c1ccc1ccccc21 | 0 | -1 | 7 | 5 | -5 | -3 | -0.3 | 14 | -11
COc1ccccc1-n1c(CNc2ccc(F)cc2)nnc1SCC(=O)Nc1cc(C)on1 | 2 | 8 | -5 | -7 | 0 | 2 | 0.6 | 13 | -1
O=C1C(Cc2ccc(F)cc2)SC(=Nc2ccccc2)N1c1ccccc1 (centres undefined) | -1 | -3 | 0 | 2 | -6 | -6 | -0.4 | 15 | 3
COc1cc(C(=O)OCC(=O)c2cc(C)n(C)c2C)cc(NC(=O)c2ccco2)c1OC | 4 | 1 | -2 | -8 | 0 | 1 | 1.7 | 28 | -5
Clc1ccc(C2CSc3c4ncnc-4ncn32)cc1 (centres undefined) | 1 | -3 | 6 | -1 | 1 | -9 | 0.6 | 4 | -3
COc1cc(NC(=O)[C@H]2CCCN2S(=O)(=O)c2cccc3cccnc23)cc(OC)c1OC | 2 | -6 | 3 | 14 | -2 | 3 | 0.5 | 9 | -17
CCCC(=O)N/C(N)=N/c1nc(C)c2ccccc2n1 | 3 | -14 | 0 | -7 | 1 | 3 | 2.9 | 17 | -9
Cc1cccc2c1-c1sc(C(=O)NCCCN3CCC(C)CC3)cc1CO2 | 9 | 4 | -1 | -3 | -5 | 7 | 2.8 | -2 | -5
CCOCCn1c(CN2CCOCC2)nc2c1c(=O)[nH]c(=O)n2C | 1 | -9 | 0 | 4 | 2 | -2 | 0.8 | 12 | -12
CC1(C(=O)NS(=O)(=O)c2ccc(Cl)s2)CCN1C(=O)Cc1cc(F)ccc1F (centres undefined) | -1 | 4 | 2 | 1 | 1 | -4 | 0.8 | -1 | 11
CC(C)(C)C1=C(C#N)C(c2ccncc2)C(C#N)=C(N)O1 (centres undefined) | 0 | 2 | 6 | 6 | -2 | -2 | -0.6 | -1 | 9
COc1ccc(OC)c(CN2CCC(C(=O)N3CCN(c4ccccc4F)CC3)CC2)c1 | 3 | 1 | 0 | 0 | -1 | 4 | 9.9 | 22 | -9
CC(=O)NS(=O)(=O)c1ccc(NC(=O)C2C3C=CC(C3)C2C(=O)O)cc1 (centres undefined) | 1 | -1 | -5 | 0 | -1 | 1 | 0.7 | 15 | -2
COc1ccccc1CNc1nc(-c2cc(C)n(C)c2C)cs1 | 1 | 6 | 4 | -3 | 5 | 2 | 0.0 | 8 | -13
CC(C)Nc1nc(Cl)nc(Nc2ccccc2)n1 | -2 | -2 | 1 | 0 | -7 | 6 | -0.2 | 20 | -12
CCc1ccc(NC(=O)C(C)OC(=O)CN2C(=O)NC3(CCCC3)C2=O)cc1 (centres undefined) | 1 | 7 | 1 | -1 | -1 | 2 | -0.4 | -11 | -1
O=C(CN1CCCCC1)N/N=C/c1cccc(C(F)(F)F)c1 | 0 | 1 | 0 | 15 | -5 | 8 | 0.6 | 8 | -6
COc1ccc(NC(=S)Nc2cc(-c3ccccc3)[nH]n2)cc1Cl | 3 | 3 | -1 | 2 | 6 | 0 | 1.1 | 6 | -5
COc1ccc2c(c1)C(c1cccs1)=NNC(c1ccncc1)=N2 | -1 | 1 | 0 | -3 | -3 | 0 | -0.2 | -6 | -7
CCOc1cccc(-c2csc(C3COc4ccccc4O3)n2)c1 (centres undefined) | -1 | 8 | 2 | -6 | 0 | -3 | 0.1 | -7 | -2
O=C(COc1ccccc1)Nc1cccc(-c2nc3cc4ccccc4cc3[nH]2)c1 | 14 | 30* | -22 | -22 | 1 | 18 | 5.0 | -12 | 14
CC(=O)NCCNc1nc2cc(-c3ccsc3)sc2c(=O)n1C | 2 | -5 | 0 | 1 | 0 | 3 | 0.5 | 2 | -3
CCCNC(=O)C(=O)Nc1ccc(N(C)C)cc1 | 2 | 3 | -1 | 2 | 0 | 5 | 1.0 | 15 | -9
COc1cccc(CN2CCN(C(=O)Nc3ccc([N+](=O)[O-])cc3)CC2)c1 | 2 | 6 | -5 | -11 | -2 | -1 | 1.2 | -11 | 3
CCCn1c(N2CCN(C(=O)N3CCCCC3)CC2)nc2ccccc21 | 5 | -17 | -5 | 2 | -12 | 5 | 0.7 | 18 | -4
Cc1ccc(NC(=O)CSc2nnc(C3COc4ccccc4O3)o2)c(Cl)c1 (centres undefined) | 2 | 5 | 7 | -2 | 10 | 3 | 0.4 | 2 | -10
Cc1cc(Cl)c(S(=O)(=O)NC2CCCC2)cc1OCC(N)=O | 3 | 0 | 3 | 10 | 1 | -4 | 1.2 | -15 | -2
Cc1c(C(=O)Nc2ccc(F)cc2)oc2ccc(S(=O)(=O)N3CC(C)CC(C)C3)cc12 (centres undefined) | 2 | -5 | 1 | 5 | 3 | -5 | 1.6 | 24 | -21

Just CHO-K1 Ca antag, for 4 of the compounds above:
molecule | CHO-K1 Ca antag
COc1ccc(NC(=S)Nc2cc(-c3ccccc3)[nH]n2)cc1Cl | -5
COc1ccc2c(c1)C(c1cccs1)=NNC(c1ccncc1)=N2 | -7
CCOc1cccc(-c2csc(C3COc4ccccc4O3)n2)c1 (centres undefined) | -2
O=C(COc1ccccc1)Nc1cccc(-c2nc3cc4ccccc4cc3[nH]2)c1 | 14

Next part.
SMILES | CHRM4 agonist | CHRM4 antagonist | CHRM5 PAM | CHRM4 PAM | CHRM5 agonist | CHRM5 antagonist | CHO-K1 Ca ag | CHO-K1 Ca PAM | CHO-K1 Ca antag
CN1CCN(NC(=O)c2cc(-c3ccc(Cl)s3)nc3ccccc23)CC1 | 1 | 4 | -1 | -5 | -1 | 5 | 3.4 | 11 | -8
Cn1c(=O)oc2cc(S(=O)(=O)Nc3cccc(C(=O)O)c3)ccc21 | 0 | 2 | 0 | 1 | 0 | 2 | 0.3 | -1 | -2
CNC(=S)NNC(=O)Cc1ccc(OC)c(OC)c1 | 1 | 0 | 2 | 17 | 2 | -4 | 9.8 | -1 | 0
NS(=O)(=O)c1ccc(CCNS(=O)(=O)c2ccc(Cl)s2)cc1 | 2 | 0 | -11 | -2 | 4 | -6 | 1.1 | 8 | -13
